KKLEB cytotox – counter-screen for CF NF-kB inhibitors: cytotoxicity; 0.36% of 360,000 active; KKLEB CF airway cells viability, ATPlite luminescence, overnight; active compounds read low; cells stimulated with P. aeruginosa culture filtrate; AID 602141; activity change (cytotoxicity), % at 5 µM;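 active means corrected activity change at or below -50% at 5 µM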
NR2E3 ag-1 – human photoreceptor-specific nuclear receptor agonism. Q9Y5X4. CHO-S Gal4-NCOR/VP16-NR2E3 two-hybrid, luciferase. inhibition of corepressor binding, % at 3.98 µM. 0.35% of 360,000 active. AID 602229;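 active means inhibition above the mean of all tested compounds plus 3 SD, cut at about 70% in these data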;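 further: 0% = DMSO with NR2E3 transfected cells and 100% = cells lacking NR2E3 construct; higher means lower luciferase signal from less NR2E3 corepressor binding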
Target sequence (Q9Y5X4 whole entry, looked up, the tested form may be a part): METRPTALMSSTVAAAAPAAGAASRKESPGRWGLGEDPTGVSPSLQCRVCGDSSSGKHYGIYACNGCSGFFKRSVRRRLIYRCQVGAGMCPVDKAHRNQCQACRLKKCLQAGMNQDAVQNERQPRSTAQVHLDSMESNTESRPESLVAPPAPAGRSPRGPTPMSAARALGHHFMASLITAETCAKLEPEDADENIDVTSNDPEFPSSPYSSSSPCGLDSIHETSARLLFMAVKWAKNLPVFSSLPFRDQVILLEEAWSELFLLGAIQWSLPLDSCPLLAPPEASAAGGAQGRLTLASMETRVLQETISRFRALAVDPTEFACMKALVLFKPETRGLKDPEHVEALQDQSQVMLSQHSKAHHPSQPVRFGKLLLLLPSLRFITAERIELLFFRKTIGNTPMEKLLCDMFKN
CF NFkB block – cystic fibrosis NF-kB activation inhibition. 0.86% of 360,000 active. KKLEB NF-kB-GFP reporter, PAF-induced, GFP fluorescence overnight. inhibition, % at 5 µM;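 active means at least 50% inhibition at 5 µM, scaled per plate between neutral and stimulator controls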;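 further: PAF is a Pseudomonas aeruginosa culture filtrate used as stimulus; plate controls were PAF-stimulated DMSO wells for no effect and unstimulated DMSO wells for full effect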
TWEAK Fn14 block – blocks TWEAK-Fn14 interaction in a reporter cell assay | TWEAK-stimulated Fn14 reporter cells, luciferase luminescence, 8 h | inhibition, % at 10 µM | AID 1159606 | 2% of 360,000 active; in the data active means inhibition above about 50%
Peg3 prom inh – inhibitors of Peg3 promoter; HeLa PEG-Prom luciferase reporter, luminescence, overnight; inhibition, % at 20 µM; 1.7% of 360,000 active;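 active means inhibition of at least 50% at 20 µM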
aDG glyco act – alpha-DG glycosylation activation; Pro5-aDG cells, alpha-DG glycosylation AlphaScreen (IIH6); 0% Pro5, 100% B10-LARGE cell signal; activation, % at 10 µM; 0.22% of 360,000 active;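 active means activation of at least 8% versus controls, or a plate z-score of at least 8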;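 further: Pro5 are CHO cells carrying HIG-tagged alpha-DG that lacks glycosylation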
NR2E3 ag-2 – NR2E3 (human) agonism | GST-NR2E3/biotin-RetCOR TR-FRET, 1536-well | inhibition of corepressor binding, % at 4.78 µM | 0.12% of 320,000 active | AID 2300;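 active means percent inhibition above the cutoff of mean plus 3 SD of all tested compounds, set per screening campaign, cut at about 20% in these data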;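 further: 0% = DMSO wells and 100% = biotin wells as full block of FRET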
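Format: 1536-well format; test system: GST-NR2E3 and biotin-RetCOR proteins; read-out basis: percent inhibition of TR-FRET ratio; timing: 5 h incubation at 4 °C; detection: time-resolved FRET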
HIF-2a inh – blocks HIF-2a reporter activity; AID 624352; inhibition, % at 18.8 µM; 0.72% of 360,000 active; 786-0 RCC cells HIF-2a reporter, luciferase luminescence, overnight;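 active means inhibition of the luminescence signal of 40% or more relative to plate controls, in a single-dose primary screen at 18.75 µM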
MITF TRPM1 inh – reduces MITF-dependent TRPM1 promoter luciferase signal. SK-MEL-5 TRPM1 promoter luciferase, 24 h. inhibition, % at 12.5 µM. 0.83% of 330,000 active. AID 488899;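 active means mean inhibition across replicates of 60% or more, whatever share of single replicates reaches that level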; further: values of inactives mirror those of a sister screen read the other way
hiPSC survival – enhancers of human iPSC single-cell survival | hiPSC single-cell survival, ATPlite luminescence; 100% = ROCK inhibitor wells, 0% = DMSO | survival enhancement, % at 20 µM | 0.044% of 360,000 active; in the data active means survival enhancement above about 18%;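 further: cells exposed to compounds for 16 hours before the ATP read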
Shn3 inh set2 – reduces Shn3 3'UTR luciferase signal in osteoblasts | Clone20 osteoblast Shn3 3'UTR firefly luciferase, 24 h | inhibition, % at 12.5 µM | 0.52% of 360,000 active;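 active means mean inhibition of at least 75% with every replicate also reaching 75%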;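 further: 0% = median of neutral control wells and 100% = pilot-screen positive control compound; some compounds past the cut are filed as inactive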
Numbers without * were called inactive; nt = no result given.

SMILES	KKLEB cytotox	NR2E3 ag-1	CF NFkB block	TWEAK Fn14 block	Peg3 prom inh	aDG glyco act	NR2E3 ag-2	HIF-2a inh	MITF TRPM1 inh	hiPSC survival	Shn3 inh set2
Cc1snc(SCC(=O)c2ccc(Cl)cc2)c1C#N	-6	-25	-7	-44	-217	-0.2	0	-348	-117	-0.6	-35
Cc1ccc(-n2c(Cc3cccn3C)nnc2SCC(=O)N2CCN(c3ccccc3)CC2)cc1	12	-23	-3	9	-4	-0.4	2	-4	0	-0.8	1
O=C(O)CC(NC(=O)C1CCCCC1)c1cc([N+](=O)[O-])ccc1Cl (centres undefined)	7	0	3	-57	20	0.0	-1	10	2	-0.5	-31
CCS(=O)(=O)c1ccc(O)c(NC(=O)NC2CCCCC2)c1	-2	-9	-4	-13	-8	-0.2	0	-21	-12	-0.6	2
C=CCNc1n[nH]c(=S)s1	4	7	-3	-6	-5	0.5	nt	0	nt	-1.3	-2
CC(=O)Cn1ncc(N2CCOCC2)c(Br)c1=O	2	-1	-9	6	-3	-0.1	-1	2	-14	0.3	-10
COc1ccc(/C=N/NC(=O)CC2N=C(Cc3ccccc3)NNC2=O)cc1OC (centres undefined)	-10	31	24	-5	-8	0.1	4	13	12	-2.1	4
O=C(CSC1=NCCS1)Nc1ccc2ccccc2c1	-3	-11	9	-24	-81	0.0	-1	-76	-12	-1.7	-24
CCOc1ccccc1N	-6	-3	5	-8	9	0.1	1	8	2	-2.0	-12
c1ccc(-n2ncc(-c3nn[nH]n3)n2)cc1	-21	24	4	-16	7	-0.1	5	22	2	-2.7	1
Cc1nn(C)cc1C1Nc2ccccc2C(=O)N1O (centres undefined)	8	-21	-10	5	-23	-0.3	1	-52	-11	-1.0	-15
Cc1ccc(NC(=O)CCCNC(=O)c2ccc(Cl)cc2)nc1	-9	-18	23	-8	-81	0.1	-2	-112	-41	0.0	-38
COc1cccc(NC(=O)CSc2nnc(NC(=O)C3CC3)s2)c1	-1	-15	15	11	3	-0.1	4	7	-4	-0.4	8
CC(C)NC(=O)c1cc2nc(-c3ccco3)cc(C(F)(F)F)n2n1	8	4	-15	-5	-18	0.2	3	-35	1	-1.2	-3
O=C(Nc1ccccc1SC(=O)c1ccccc1)c1ccccc1	2	-82	-4	-18	-212	0.1	nt	-168	nt	-1.5	-73
Cc1c(-c2ccccc2)c(P(=O)(N2CCOCC2)N2CCOCC2)c2ccccn12	-4	14	17	-19	30	0.1	3	13	3	-0.9	-6
Cc1ccccc1C(=O)NC1CCCCCCC1	-13	-133	12	13	-207	-0.1	3	-200	-59	-0.5	-111
CNC[C@@H]1Oc2c(NS(C)(=O)=O)cccc2C(=O)N([C@@H](C)CO)C[C@H]1C	-16	-17	17	8	-7	0.0	nt	8	-2	0.5	4
CSCCC(NC(=O)/C(=C/c1ccc(F)cc1)NC(C)=O)C(=O)O (centres undefined)	3	5	13	4	1	-0.1	2	21	1	-1.9	-1
Cc1cccc(OCC(O)CN2CCN(CCN3C(=O)c4cccc5cccc(c45)C3=O)CC2)c1C (centres undefined)	-23	-10	-13	-135	31	1.0	-1	-30	-6	2.1	14
CO/N=C/NC(=O)c1c(OC)ccnc1Oc1cccc(C(F)(F)F)c1	-7	-7	14	8	5	-0.2	5	-19	6	-1.4	0
NNC(=O)c1cc(C23CC4CC(CC(C4)C2)C3)nc2ccccc12	-8	-7	-6	-24	5	-0.1	2	18	0	-0.2	2
CN(C)c1cc2c(cc1NS(=O)(=O)c1ccccc1)n(C)c(=O)n2C	3	-18	-12	-6	19	0.0	0	1	4	-0.2	24
COc1ccc(CCNc2nc(C)nc3c2nnn3Cc2ccccc2)cc1OC	-22	-1	18	-6	22	0.0	-2	21	2	-0.6	11
COc1ccc(/C=C2\Sc3ccc(C(=O)N4CCCC4)cc3N(C)C2=O)cc1OC	-4	11	34	-12	17	0.6	-2	4	30	-0.6	19
O=C(/C=C/c1ccc([N+](=O)[O-])cc1)OCC(=O)N1c2ccccc2Sc2ccccc21	-2	16	-21	-38	26	-0.2	-4	14	-15	-0.1	15
CC(=O)N1CCN(Cc2nc3cc(NC(=O)c4ccc(F)cc4)ccc3n2C)CC1	4	-26	2	7	-11	-0.1	0	-29	-3	-0.4	-4
O=C(NC(=S)NCc1cccnc1)c1cc2ccccc2o1	1	-58	-6	-27	-39	-0.3	-3	-79	8	-0.2	-4
COc1ccc(OCC(=O)Nc2ccc3c(c2)nc(CN2CCCC2)n3C)cc1	-2	-9	-2	-18	10	-0.2	1	10	8	-2.3	20
O=C(Nc1ncc(Cc2ccccc2)s1)C1COc2ccccc2O1 (centres undefined)	-4	-56	-5	-12	-260	0.1	2	-218	-83	1.9	-61
Cn1c(CNS(=O)(=O)c2ccc(F)cc2)n[nH]c1=S	-29	-33	2	3	-4	0.0	0	14	-16	0.7	-8
CCOC(=O)C1=C(Nc2ccc(OC)cc2)C(N)=NC1=N	-15	-115	30	14	-410	0.0	nt	-234	nt	-0.6	-107
CSc1ccc(C(=O)C2CCCN(C(=O)CN3CCOC3=O)C2)cc1 (centres undefined)	0	5	7	9	16	0.6	nt	-5	0	-0.7	-14
O=C(NNC(=O)c1cccc(-n2cccc2)c1)c1ccccc1	-6	-12	15	-23	-95	-0.1	-2	-142	-45	-0.4	-21
COc1cc(NC(=O)CSc2nncn2C)c(C)cc1[N+](=O)[O-]	4	7	-10	4	15	0.2	-2	16	15	1.8	7
CCC(C)(C(=O)NC1CCCCC1)N(C)C(=O)c1ccc2c(c1)OCO2 (centres undefined)	1	19	-8	5	5	0.0	2	10	-8	2.8	8
COc1ccccc1NC(=O)C(C)n1cnc2c(oc3nc4c(cc32)CCCC4)c1=O (centres undefined)	13	22	-36	-8	-16	-0.7	0	-18	-12	0.2	11
Cc1ccc(NC(=O)CN2C(=O)N/C(=C\c3cccn3-c3cccc(C(=O)O)c3)C2=O)cc1	3	-22	-6	-3	5	-0.3	nt	-2	6	0.4	-11
Cc1ccc(/C=C/c2ccc(=O)n(Cc3ccccc3Cl)n2)cc1	-2	-32	2	-2	26	3.0	2	-3	8	-0.5	-2
Clc1ccc(Cn2cnc3ccccc32)cc1	-2	13	-3	23	2	0.3	0	-2	0	0.3	46

Reformatted as comma-separated lines: part of the list above.
Structure,KKLEB cytotox,NR2E3 ag-1,CF NFkB block,TWEAK Fn14 block,Peg3 prom inh,aDG glyco act,NR2E3 ag-2,HIF-2a inh,MITF TRPM1 inh,hiPSC survival,Shn3 inh set2
CC(=O)N1CCN(Cc2nc3cc(NC(=O)c4ccc(F)cc4)ccc3n2C)CC1,4,-26,2,7,-11,-0.1,0,-29,-3,-0.4,-4
O=C(NC(=S)NCc1cccnc1)c1cc2ccccc2o1,1,-58,-6,-27,-39,-0.3,-3,-79,8,-0.2,-4
COc1ccc(OCC(=O)Nc2ccc3c(c2)nc(CN2CCCC2)n3C)cc1,-2,-9,-2,-18,10,-0.2,1,10,8,-2.3,20
O=C(Nc1ncc(Cc2ccccc2)s1)C1COc2ccccc2O1 (centres undefined),-4,-56,-5,-12,-260,0.1,2,-218,-83,1.9,-61
Cn1c(CNS(=O)(=O)c2ccc(F)cc2)n[nH]c1=S,-29,-33,2,3,-4,0.0,0,14,-16,0.7,-8
CCOC(=O)C1=C(Nc2ccc(OC)cc2)C(N)=NC1=N,-15,-115,30,14,-410,0.0,nt,-234,nt,-0.6,-107
CSc1ccc(C(=O)C2CCCN(C(=O)CN3CCOC3=O)C2)cc1 (centres undefined),0,5,7,9,16,0.6,nt,-5,0,-0.7,-14
O=C(NNC(=O)c1cccc(-n2cccc2)c1)c1ccccc1,-6,-12,15,-23,-95,-0.1,-2,-142,-45,-0.4,-21
COc1cc(NC(=O)CSc2nncn2C)c(C)cc1[N+](=O)[O-],4,7,-10,4,15,0.2,-2,16,15,1.8,7
CCC(C)(C(=O)NC1CCCCC1)N(C)C(=O)c1ccc2c(c1)OCO2 (centres undefined),1,19,-8,5,5,0.0,2,10,-8,2.8,8
COc1ccccc1NC(=O)C(C)n1cnc2c(oc3nc4c(cc32)CCCC4)c1=O (centres undefined),13,22,-36,-8,-16,-0.7,0,-18,-12,0.2,11
Cc1ccc(NC(=O)CN2C(=O)N/C(=C\c3cccn3-c3cccc(C(=O)O)c3)C2=O)cc1,3,-22,-6,-3,5,-0.3,nt,-2,6,0.4,-11

Remaining list, next part:
SMILES	KKLEB cytotox	NR2E3 ag-1	CF NFkB block	TWEAK Fn14 block	Peg3 prom inh	aDG glyco act	NR2E3 ag-2	HIF-2a inh	MITF TRPM1 inh	hiPSC survival	Shn3 inh set2
O=c1/c(=C\c2cccnc2)sc2nc3ccccc3n12	-5	-64	-14	-33	-176	0.1	nt	-222	-32	3.9	-4
COc1ccc(C(CNC(=O)c2cccc(S(=O)(=O)Nc3cccc(C)c3)c2)N2CCOCC2)cc1 (centres undefined)	0	14	14	-10	21	-0.2	7	11	-8	-0.4	11
Clc1ccc(-c2nc(/C=N/N3CCOCC3)c3ccccn23)cc1	2	-16	-6	12	5	0.2	0	-91	9	-0.5	-25
COc1ccc(C(=O)Nc2cc(C(C)=O)c(C)oc2=O)cc1	6	-24	12	-1	-23	-0.1	5	-48	-1	0.4	0
Cc1ccc(/C=N/NC(=O)c2cc3c(ccc4ccccc43)o2)cc1[N+](=O)[O-]	0	-2	-13	16	1	0.0	3	1	-9	0.6	-14
COc1ccc(C(=O)N2CCC(C(=O)Nc3ccccc3C)CC2)cc1OC	3	25	0	-4	8	-0.1	6	14	5	0.5	0
COc1cccc(C(=O)Nc2c(F)cccc2F)c1	-14	-25	-3	12	-24	-0.1	4	-18	-9	2.0	13
Cc1onc(-c2ccccc2)c1C(=O)OCCOc1cccc(Cl)c1	0	-25	-9	19	28	0.3	0	-3	18	-0.2	8
COc1ccccc1N(C(=O)CNS(=O)(=O)c1ccccc1)C(C(=O)NCc1ccco1)C(C)C (centres undefined)	6	-37	-12	-6	2	0.1	nt	4	5	9.6	3
CC1=C(C(N)=O)C(c2cccnc2)n2nc(SCc3ccccc3Cl)nc2N1 (centres undefined)	-3	15	2	-21	9	-0.2	4	9	13	-1.0	-29
Cc1cc(C)n2nc(C(=O)N/N=C/c3ccc(O)cc3)nc2n1	-8	-22	4	4	-27	0.0	5	1	3	0.5	-10
COc1ccc(CNC(=O)CN(C(=O)CCC(=O)Nc2nccs2)c2cccc(C)c2)cc1	8	-3	-13	23	-3	0.2	2	9	7	-0.1	6

Screening data from PubChem.
